# Nrf2 block: blocks Nrf2 signaling; AID 504444; A549 ARE-Fluc reporter, luciferase luminescence, 18-24 h; actives 2.1% (n = 360,000); Potency, µM (doses to about 46 µM), for the others: at the highest dose activity change, negative = inhibition, hits mostly inhibitors; further: potency means the concentration at half of the fitted maximal effect; on the % scale 0 is the no-effect control and ±100 the full control effect; nearly all actives have a fitted effect of over 60% in size
#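 Quantitative HTS in A549 cells stably bearing an antioxidant response element-firefly luciferase construct. Inhibition of Nrf2-driven transcription was scored by luminescence after 18-24 h of compound exposure at 37 °C.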
# A549 viability: kills or reduces viability of A549 cells in Nrf2 counter-screen; A549 ARE-Fluc cells, CellTiter-Fluor viability, 18-24 h; Potency, µM (doses to about 46 µM), for the others: at the top dose activity change, negative = cytotoxicity, most hits filed as inhibitors; actives 0.16% (n = 390,000); further: potency means the concentration at half of the fitted maximal effect; on the % scale 0 is the no-effect control and ±100 the full control effect
#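 A549 ARE_Fluc cells in 5% FBS OPTI-MEM were exposed to compounds in concentration-response for 18-24 h at 37 deg C. Viability was read by CellTiter-Fluor fluorescence (Ex 405/Em 525) after 30 min, before the luciferase read.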
# ATXN2 expr inh: inhibitors of ATXN2 expression. HEK-293 ATXN2-luciferase reporter, luminescence, 24 h. Potency, µM (highest dose often 57 µM), inactives show at the highest dose activity change, negative = inhibition, actives largely listed as inhibitors. actives 0.72% (n = 360,000). AID 1745845; further: potency means the concentration at half of the fitted maximal effect; on the % scale 0 is the no-effect control and ±100 the full control effect; nearly all actives have a fitted effect of over 55% in size
#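 ATXN2-luciferase reporter cells (luciferase flanked by upstream and downstream ATXN2 gene portions) were treated 24 h at 37 °C with compounds at up to 57 uM. SteadyGlo luminescence gave expression; GF-AFC fluorescence gave viability.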
# TGFb inhibitor: blocks TGF-b signaling; actives 1.2% (n = 410,000); HepG2 CAGA-GFP TGF-b/SMAD3 reporter, GFP fluorescence, 18 h; TGF-beta stimulated, 500 pg/mL final; AID 588855; Potency, µM (series often up to 46.1 µM), inactives show top-dose activity, negative = inhibition, actives largely listed as inhibitors; further: potency means the concentration at half of the fitted maximal effect; on the % scale 0 is the no-effect control and ±100 the full control effect; nearly all actives have a fitted effect of over 65% in size
#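 Inhibition of TGF-beta-driven CAGA-GFP reporter expression in HEPG2 cells is measured by cellular GFP fluorescence after 18 h stimulation with 500 pg/mL recombinant TGF-beta in 1% FBS medium at 37 degrees C.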
# ATXN viability: viability counter-screen for ATXN expression inhibitors; AID 651635; Potency, µM (doses to about 56.7 µM), most hits filed as cytotoxic; S2 cells (HEK-293 line with an ATXN2-luciferase reporter) viability, CellTiter-Fluor protease fluorescence, 24 h; actives 0.49% (n = 400,000); further: potency means the concentration at half of the fitted maximal effect; nearly all actives have a fitted effect of over 40% in size
# IL-2 act: activators of IL-2; IL-2 activation reporter assay, cell-based qHTS; stimulated with anti-CD3/CD4/CD28 beads; in transgenic mouse T cells; activation, % (series mostly up to about 46 µM); actives 0.065% (n = 360,000); AID 652025; in the data active means activation above about 50%; inconclusive means mostly about 30% to 49%; further: 0% is about no effect
#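 Readout is EGFP and DsRed signal by fluorescent plate cytometry after 18 h at 37 degrees C. Transgenic mouse T cells (750/well) received compound for 60 min before bead stimulation (anti-CD3, anti-CD4, anti-CD28); memory T cells served as non-tolerant control.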
# EPAC2 ag: activates human EPAC2 exchange factor; EPAC2 activation, biochemical qHTS; response scale: 100% = 6.5 mM cAMP response; Potency, µM (series often up to 154 µM), for inactives: top-dose activation, usual class: activators; actives 0.079% (n = 360,000); AID 720711; further: potency means the concentration at half of the fitted maximal effect; nearly all actives have a fitted effect of over 50% in size
# Target sequence (Q8WZA2 whole entry, looked up): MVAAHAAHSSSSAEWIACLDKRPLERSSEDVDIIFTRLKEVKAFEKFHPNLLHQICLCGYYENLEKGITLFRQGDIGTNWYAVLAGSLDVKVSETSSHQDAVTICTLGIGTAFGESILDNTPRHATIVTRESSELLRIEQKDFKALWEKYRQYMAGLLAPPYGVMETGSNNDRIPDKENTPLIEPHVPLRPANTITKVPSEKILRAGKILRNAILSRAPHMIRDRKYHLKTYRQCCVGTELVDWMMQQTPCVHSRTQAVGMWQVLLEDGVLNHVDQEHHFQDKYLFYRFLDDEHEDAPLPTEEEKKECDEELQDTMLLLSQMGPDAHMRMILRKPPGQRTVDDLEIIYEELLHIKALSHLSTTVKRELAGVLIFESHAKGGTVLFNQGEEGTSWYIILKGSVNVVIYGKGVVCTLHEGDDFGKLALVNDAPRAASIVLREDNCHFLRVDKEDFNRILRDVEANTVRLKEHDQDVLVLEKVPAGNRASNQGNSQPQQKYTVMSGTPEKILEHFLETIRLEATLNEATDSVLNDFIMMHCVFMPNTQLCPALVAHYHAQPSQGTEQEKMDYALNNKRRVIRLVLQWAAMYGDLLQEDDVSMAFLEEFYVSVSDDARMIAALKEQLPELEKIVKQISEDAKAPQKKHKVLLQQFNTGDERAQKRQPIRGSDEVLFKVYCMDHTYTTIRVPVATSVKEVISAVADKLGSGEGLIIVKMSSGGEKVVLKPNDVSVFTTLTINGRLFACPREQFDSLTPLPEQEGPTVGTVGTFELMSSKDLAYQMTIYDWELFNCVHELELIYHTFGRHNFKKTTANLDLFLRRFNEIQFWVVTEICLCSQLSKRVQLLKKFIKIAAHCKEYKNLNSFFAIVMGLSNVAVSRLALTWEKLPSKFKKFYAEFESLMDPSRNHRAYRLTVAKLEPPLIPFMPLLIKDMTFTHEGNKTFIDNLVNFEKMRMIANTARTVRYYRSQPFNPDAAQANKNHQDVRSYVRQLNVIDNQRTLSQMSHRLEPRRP
#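 Fluorescence exchange assay: 100 nM EPAC2 with 250 nM RAP1B-BODIPY-GDP and 50 uM GDP; compounds tested as a concentration-titration series (qHTS). Loss of Rap1-bound BODIPY-GDP fluorescence read at 480/540 nm; data normalized to 6.5 mM cAMP.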
# Nrf2 activator: activators of Nrf2 (ARE) signaling | AREc32 ARE-luciferase reporter (MCF7-derived line), luminescence, 24 h | Potency, µM (highest dose often 46.1 µM), for inactives: at the highest dose activation, hits mostly activators | actives 0.31% (n = 410,000) | AID 624171; further: potency means the concentration at half of the fitted maximal effect; % of control where 0% means no effect; nearly all actives have a fitted effect of over 65% in size
#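 AREc32 cells carrying an ARE-driven firefly luciferase, 1000 cells/well in OPTI-MEM with 5% FBS, dosed after overnight attachment and incubated 24 hr at 37 deg C. Steady-Glo luminescence read after 30 min at RT.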
# HepG2 tox: kills HepG2 cells in TGF-b inhibitor counter-screen; AID 588856; Potency, µM (titrated, usually from 46.1 µM), for inactives: at the highest dose activity change, negative = cytotoxicity, most hits filed as cytotoxic; HepG2 CAGA-GFP viability, ATP luminescence, 18 h; actives 0.76% (n = 410,000); further: potency means the concentration at half of the fitted maximal effect; some results filed as inactive show a strong effect at the top dose
#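 CellTiter-Glo luminescence gave cytotoxicity after 18 hours at 37 degrees C. The cells were HepG2 CAGA-GFP in 1% FBS DMEM, stimulated with 500 pg/mL TGF-beta after compound addition. %Activity was normalised to no-cell wells (complete cell-killing) and DMSO (no toxicity), and curves were fitted and classified.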
# * marks the source's active call; other numbers are inactive results; i = inactive; u = inconclusive; x = no result given; & = joins results of further samples; [ ] = another dose, or the depositor's remark. Unless noted, the call rests on the fitted dose curve; in most records, active means well fitted curve in the direction sought with a large enough effect; inconclusive means small, poorly fitted or top-dose-only effect, or another doubt; inactive means no such curve, though single readings can be large; an effect the other way counts as inactive or inconclusive. Compounds as they come; about 4.3% have a hit in one of these screens.
SMILES,Nrf2 block,A549 viability,ATXN2 expr inh,TGFb inhibitor,ATXN viability,IL-2 act,EPAC2 ag,Nrf2 activator,HepG2 tox
Cc1ccc(N(CCC#N)C(=O)COC(=O)c2nc3nc(C)cc(C)n3n2)cc1,1%,-12%,4%,-11%,u,-2.5,-4%,0.2%,7%
O=C(Cc1coc2ccc3ccccc3c12)Nc1nnc(C2CC2)s1,u,-5%,49%[activator],5%,i,0.7,6%,-0.2%,-20%
COC(=O)c1ccccc1NC(=O)CSc1n[nH]c(CC(C)C)n1,6%,-8%&0%,4%&1%,-5%&10%,i,-2.8,-2%,-1.2%&2.8%,-13%&-5%
O=C(NCCN1CCOCC1)c1cc2n(n1)C(C(F)(F)F)CC(c1ccc(F)cc1)N2 (centres undefined),x,-2%,1%,15%,i,4.9,2%,-0.3%,8%
CCCCNC(=O)CCCCCNS(=O)(=O)c1ccc(Br)cc1,9%,21%,x,20%,i,2.3,-4%,3.4%,7%
COc1ccc(Cl)cc1NC(=O)N1CCN(S(=O)(=O)c2ccc3c(ccn3C)c2)CC1,x,5%,-19%,0%,i,x,x,2.4%,-14%
CCOc1ccc(NC(=O)Cn2c(=O)n(CC(=O)NCc3ccccc3Cl)c(=O)c3sccc32)cc1,2%,-2%,-9%,2%,i,x,x,0.3%,-12%
CCCCSc1nc2ccccc2n1CC(=O)O,-3%,1%,5%,6%,i,-2.1,7%,-0.5%,2%
Cc1cccc(N2CCN(C(=O)CN3C(=O)COc4ccc(S(=O)(=O)N5CCC(C)CC5)cc43)CC2C)c1 (centres undefined),-19%,-12%,-1%,-4%,i,x,x,0.1%,5%
Nc1ccc2c(c1)sc1ccccc12,u,-2%,8%[11.3 µM],-17%,i,-1.8,7%,2.9%,3%
COc1cc(/C=N/N2CCN(Cc3ccccc3)CC2)cc(OC)c1OC,x,x,x,-2%,i,1.5,5%,-0.6%,0%
CC[C@]12C(=O)N(C)C[C@H]([C@@H]3C(=O)N(Cc4ccccc4)C(=O)[C@@H]31)N2C(=O)c1ccccc1,12%,-3%,7%,0%,i,-0.7,3%,-0.5%,4%
COc1ccc(-c2noc(CSc3nc(N)cc(=O)[nH]3)n2)cc1,u,-16%&-1%,u,-7%&63%,u,-3.7,0%,2.4%&3.2%,-3%&26%
O=C(NCCc1c[nH]c2ccccc12)/C(=C/c1cccnc1)NC(=O)c1ccccc1,2%,-11%,10%,1%,i,1.4,6%,-0.3%,-5%
COc1cccc(CN(C)S(=O)(=O)c2ccccc2Br)c1,13%,3%,2%,-10%,i,-0.6,15%,-0.6%,-10%
COc1ccc(C(=O)CCC(=O)N2CCN(c3ccccc3)CC2)cc1,1%,3%,-23%,21%,i,-1.6,10%,-0.1%,-1%
CC(C)(C)c1ccc(C(O)c2ncc(-c3ccccc3Cl)[nH]2)cc1 (centres undefined),x,x,u,10%,x,-0.3,10%,-1.0%,-13%
C(=C\c1ccccc1)/CNCC1CCCO1 (centres undefined),7%,-3%,5%,11%,i,-1.1,6%,-0.2%,-3%
Cc1ccc(C(=O)N(CC(C)C)c2nc3ccccc3s2)o1,u,4%,33%[activator],-16%,i,-5.8,5%,7.0%,-18%
Cc1ccc(-c2nnc(SCC(=O)c3ccc(Cl)cc3)n2-c2ccccc2)cc1,x,2%,x,2%,x,x,x,0.1%,1%
Cc1c(NC(=O)/C=C/c2ccc(S(=O)(=O)N3CCOCC3)cc2)c(=O)n(-c2ccccc2)n1C,1%,11%,-37%,-20%,i,-1.4,7%,0.1%,5%
C[C@]12c3[nH]c4cc(-c5ccco5)ccc4c3CCN1C(=O)[C@@H](CC(=O)NCCN1CCOCC1)C[C@@H]2C(=O)N1CCCCC1,u,-25%,-12%,u,i,0.9,4%,13%,-20%
CCOc1ccc2[nH]c3c(NCCN(CC)CC)ncnc3c2c1,u,6%,-2%,-2%,i,-2.1,-4%,3.6%,-51%
O=C(Nc1ccc(F)cc1)c1ccc(Cn2nc(N3CCN(c4ccccc4)CC3)ccc2=O)o1,8.2µM*,u,x,u,x,x,x,-0.8%,-38%
CN(Cc1ccc(F)cc1)C(=O)CCc1nnc(-c2ccccc2)o1,u,1%,50%[activator][11.3 µM],-7%,i,-0.9,-3%,0.5%,1%

# Taken from above.
# `O=C(NCCc1c[nH]c2ccccc12)/C(=C/c1cccnc1)NC(=O)c1ccccc1` | ATXN2 expr inh = 10%
# `Cc1ccc(-c2nnc(SCC(=O)c3ccc(Cl)cc3)n2-c2ccccc2)cc1` | TGFb inhibitor = 2%

# (cont.)
SMILES,Nrf2 block,A549 viability,ATXN2 expr inh,TGFb inhibitor,ATXN viability,IL-2 act,EPAC2 ag,Nrf2 activator,HepG2 tox
COc1ccc(C2CC(c3cccs3)=NN2C(=O)CCCC(=O)O)cc1OC (centres undefined),x,x,x,1%,i,-0.2,2%,-1.5%,24%
CCC(CC)C(=O)N(C)c1c(C)nc2c(OCc3cc(Cl)cc(Cl)c3)cccn12,x,x,-25%,13µM*,i,-1.0,6%,1.0%,-93%
CNC(=S)NNC(=O)c1sc2cc(C(F)(F)F)cnc2c1-c1ccccn1,2%,0%,-3%,0%,i,0.1,2%,0.1%,2.5µM*
Cc1cc(NC(=O)CSc2nnc(C3CC3)n2Cc2ccccc2)no1,4%,12%,-9%,u,i,0.1,-1%,-1.3%,-37%
CNC(=O)c1csc(-c2cccs2)n1,6%,-6%,14%,-2%,i,0.3,10%,u,5%
O=c1[nH]c(C2CCCN(S(=O)(=O)Cc3ccccc3)C2)nc2c1nnn2Cc1cccc(Cl)c1 (centres undefined),4%,2%,-19%,2%,i,1.5,11%,-0.2%,5%
O=c1ccc(/C=C/c2ccccc2)nn1Cc1ccc(F)cc1,-21%,-7%,-31%,-34%,i,3.3,12%,0.4%,-23%
CC(=O)c1cc(-c2ccccc2)n(CC(=O)NCCc2ccc(C)cc2)c1C,x,3%,x,0%,x,x,x,-0.4%,3%
COc1ccc(NC(=O)CSc2ncn(-c3ccccc3)n2)cc1Cl,20%,-7%,1%,-30%,i,-3.0,-1%,11%,-24%
COc1ccc(Cl)cc1NC(=S)N(CCN1CCOCC1)C1CCN(C(C)=O)CC1,14%,-10%,0%,3%,i,-0.2,8%,5.2%,11%
COc1ccccc1CNS(=O)(=O)c1ccc(-c2cc(C)no2)cc1,1%,0%,x,u,i,-0.8,5%,0.4%,-14%
COc1ccc(Cl)cc1NS(=O)(=O)c1ccc2c(c1)NC(=O)CC(=O)N2,-14%,2%,1%,4%,i,x,x,-0.8%,0%
CC(C)NC(=O)C1CCN(C2CCN(C(=O)c3scc4c3CCCC4)CC2)CC1,-4%,-10%,-17%,-16%,i,-0.4,8%,1.9%,4%
CSc1ccc(/C=C(/NC(=O)c2ccco2)C(=O)NCc2ccco2)cc1,13%,2%,-13%,-5%,i,-1.7,7%,3.6%,-42%
c1ccc(CNn2nnnc2-c2ccccc2)cc1,x,6%,-10%,-22%,i,-0.8,5%,0.1%,-16%
COc1cccc(NC(=O)CN(C)C(=O)c2cccnc2Nc2cccc(C(F)(F)F)c2)c1,9%,-19%,u,u,u,-0.5,-4%,-0.1%,-105%
COc1ccc(C)cc1S(=O)(=O)N1CCN(C(=O)c2ncoc2-c2cccc(C)c2)CC1,-2%,2%,-12%,-1%,i,0.1,9%,0.2%,-13%
CCOC(=O)Nc1nnc(-c2ccccc2OC)s1,u,6%,22%,-3%,i,0.4,4%,7.6%,-4%
COc1ccccc1C(CNC(=O)c1ccc(S(=O)(=O)N2CCCCC2)cc1)N(C)C (centres undefined),11%,10%,4%,1%,i,1.9,5%,-1.3%,0%
CNC(=O)NC(=O)CSc1nc2ccccc2n1CCOC,17%,-1%,12%,-1%,i,3.1,10%,0.3%,-9%
CC(C)CN(CCCNC(=O)c1cc(=O)[nH]c2ccc(S(=O)(=O)N3CCCC3)cc12)CC(C)C,x,7%,x,-7%,x,x,x,-0.8%,-4%
O=C(CSCc1ccccc1)Nc1nccs1,u,1%,15%,-8%,i,2.5,2%,-0.6%,-1%
COC(=O)C(Cc1ccccc1)NC(=O)CC(C)CC(=O)Nc1ccc(C)cc1 (centres undefined),2%,-3%,-8%,6%,i,-0.3,7%,-0.9%,6%
COCCn1c(SCC(=O)Nc2ccccc2OC)nnc1-c1ccco1,5%,-1%,6%,19%,i,-2.3,4%,0.1%,5%
O=C(OCCN1CCCCC1)c1ccc(Cl)cc1,7%,-4%,4%,u,i,-0.2,-3%,3.4%,-1%
# Further entries:
SMILES,Nrf2 block,A549 viability,ATXN2 expr inh,TGFb inhibitor,ATXN viability,IL-2 act,EPAC2 ag,Nrf2 activator,HepG2 tox
COc1ccc(-c2nc(NC(C)=O)sc2-c2ccc(OC)cc2)cc1,1%,3%,30%,6%,i,1.3,3%,0.8%,1%
CCOc1ccc(C(=O)NC2CCN(CC(=O)NCc3cccs3)CC2)cc1,2%,12%,-2%,-4%,i,-1.4,-2%,1.8%,-3%
COc1ccccc1N(CC(=O)N/N=C(\C)c1ccc(F)cc1)S(=O)(=O)c1ccccc1,3%,-1%,-25%,-1%,i,1.7,-2%,0.1%,21%
O=C(O)CCC(=O)Nc1cccc(C(=O)c2ccccc2)c1,0%,0%,x,1%,i,0.1,9%,0.2%,0%
COc1cccc(C2C=C(c3ccccc3)Nc3c(C(=O)Nc4ccccc4)cnn32)c1OC (centres undefined),2.3µM*,-11%,x,0%,x,x,x,4.3%,-14%
COC(=O)Nc1c(-c2ccccc2)nc2ccccn12,x,-1%,7%,-2%,i,2.5,9%,-0.4%,-1%
Clc1ccc(N=NN2CCOCC2)cc1,-4%,-2%,4%,0%,i,-1.0,16%,4.4%,-16%
CCOC(=O)c1c(NC(=O)COC)sc2c1CCCC2,1%,14%,-2%,4%,i,-1.1,-4%,-0.6%,-10%
